VIM-2 inhibitor – blocks Pseudomonas aeruginosa VIM-2 metallo-beta-lactamase; 0.89% of 290,000 active; AID 1527; inhibition, % at 5.6 µM; purified VIM-2, nitrocefin hydrolysis, epi-absorbance fluorescence;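 active = inhibition above the mean of all tested compounds plus 3 SD, cutoff set per screening run, cut at about 7.5% in these data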;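 note: red hydrolysis product quenches plate fluorescence so inhibitors raise well fluorescence; 0% = enzyme with DMSO and 100% = DMSO without enzyme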
NALP1 yeast inh – inhibitors of NALP1 inflammasome in yeast; S. cerevisiae NALP1/ASC/caspase-1 growth, X-gal OD620, 72 h; inhibition, % at 10 µM; 0.61% of 280,000 active; in the data active = inhibition mostly above about 24%, no sharp cut-off; inactive = mostly below about 32%; note: some compounds called inactive have numbers as strong as hits
SUMO HTRF inh – SUMOylation inhibition. HTRF SUMOylation assay, SAE1/SAE2 + UBC9, in vitro. 0.36% of 290,000 active. P63279. AID 2006. inhibition, % at 35 µM; in the data active = inhibition above about 50%, passing the limit was not always enough; note: strong numbers were not always called active
Target sequence (P63279 whole entry, looked up): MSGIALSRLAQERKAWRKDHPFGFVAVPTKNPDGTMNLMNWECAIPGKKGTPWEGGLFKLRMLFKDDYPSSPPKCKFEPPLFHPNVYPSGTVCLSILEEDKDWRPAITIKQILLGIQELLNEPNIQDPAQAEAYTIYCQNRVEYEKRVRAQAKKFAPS
MEKK2wt PB1 HTS – raises or lowers MEK5 binding to wildtype human MEKK2 PB1 domain | bead flow cytometry, Alexa488-MEK5 binding to MEKK2 WT; actives lie on both sides | AID 1531 | 1.1% of 290,000 active | binding response (% of control), % at 10 µM; in the data active = binding response below about 67% or above about 130%
M18AAP inhibitor – PfM18AAP enzyme inhibition; inhibition, % at 7.35 µM; recombinant PfM18AAP, H-Glu-NHMec fluorogenic cleavage; 1.2% of 290,000 active;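 active = inhibition above the campaign mean inhibition over all tested compounds plus 3 SD, cut at about 28% in these data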;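 note: 0% = plate median of test compound wells and 100% = 2 mM ZnCl2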
MEKK2mut PB1 HTS – signal of MEK5 binding to mutant human MEKK2 PB1 domain; bead flow cytometry, Alexa488-MEK5 binding to MEKK2 mutant; percent response, % at 10 µM; 0.35% of 290,000 active; AID 1530; in the data active = percent response above about 24%, passing the limit was not always enough; note: inactives centre near 1; some results filed as inactive read as strong as hits
IMP-1 inh – inhibitors of Pseudomonas aeruginosa IMP-1 metallo-beta-lactamase | inhibition, % at 5.6 µM | purified IMP-1, nitrocefin hydrolysis, epi-absorbance fluorescence | 0.45% of 290,000 active;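 active = inhibition above the mean plus 3 SD of all compounds in the same screening run, cut at about 4.5% in these data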;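 note: 0% = IMP-1 with DMSO and 100% = DMSO wells lacking enzyme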
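System: Purified recombinant IMP-1 metallo-beta-lactamase enzyme | Measured by: Fluorescence quenching readout, ex 480/em 530 nm | Replication: Singlicate | Incubation: 15 min preincubation plus 25 min reaction at 25 °C | Evaluation: Percent inhibition from optical density relative to buffer-blank wells | Benchmarks: DMSO with and without IMP-1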
DNA FID counter – counter-screen for HCV NS3 helicase inhibitors: DNA intercalator displacement. 0.17% of 290,000 active. AID 1845. DNA fluorescent intercalator displacement, fluorescence. inhibition, % at 7.9 µM; in the data active = inhibition above about 37%;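 note: 0% = vehicle and 100% = reference compound; higher means more ethidium bromide displaced from hairpin DNA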
NS3 helicase inh – inhibitors of Hepatitis C virus NS3 helicase; inhibition, % at 10.9 µM; NS3 helicase DNA unwinding, Cy5 molecular beacon fluorescence; 0.56% of 290,000 active; AID 1800;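 active = inhibition above the mean of all tested compounds plus 3 SD, set per campaign, cut at about 35% in these data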;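 note: 0% = DMSO wells and 100% = thioflavine S control wells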
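Assay system: hepatitis C virus NS3 helicase domain fragment enzyme. Also added: annealed dual-labelled DNA beacon duplex, ATP-started. Timing: 1 h reaction at 25 °C, ATP-initiated. Technique: Cy5 fluorescence at 0 and 60 min, beacon hairpin quenching. Evaluation: % inhibition of unwinding. Replication: one well per compound.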
* = called active by the depositor; . = not tested or not shown.

#1 O=C(Oc1ccc2c(c1)C(=O)c1ccccc1CO2)c1ccccc1
#2 Cc1ccc(NC2c3ccccc3C(=O)N2CCN2CCOCC2)cc1 (stereo not drawn)
#3 Cc1noc(C)c1S(=O)(=O)N(CC(=O)N1CCCC1)c1ccc(C(C)C)cc1
#4 Cc1cc(NC(=O)COC(=O)COc2ccc(C(=O)c3ccccc3)cc2)no1
#5 CCOc1ccc(S(=O)(=O)Nc2ccccc2C(=O)NCC2CCCO2)cc1 (stereo not drawn)
#6 CCOC(=O)c1ccc(Oc2cn[nH]c2-c2ccc(O)cc2O)cc1
screen / no.,1,2,3,4,5,6
VIM-2 inhibitor,-4.7,2.5,-1.5,-2.0,-4.4,5.7
NALP1 yeast inh,0,9,-6,8,-1,.
SUMO HTRF inh,-9,17,14,-4,10,-17
MEKK2wt PB1 HTS,102,92,103,102,.,76
M18AAP inhibitor,-14,1,-1,-1,-2,13
MEKK2mut PB1 HTS,4,3,3,4,.,-16
IMP-1 inh,-1.0,-1.5,-1.0,-3.7,-3.7,-2.0
DNA FID counter,-23,-2,-30,-4,-17,-6
NS3 helicase inh,4,-4,-2,-8,-1,-6

#7 CCn1cc(Cl)c(C(=O)Nc2cccc(C(F)(F)F)c2)n1
#8 COc1ccc2sc(N(CCN(C)C)C(=O)c3cc(Cl)sc3Cl)nc2c1
#9 CCCOc1ccc(C(=O)OCC(=O)c2c(N)n(C)c(=O)n(C)c2=O)cc1OC
#10 c1cc(CNc2ccc3c(c2)OCO3)ccn1
#11 COc1cc(OC)c(NC(=O)CC(C)=O)cc1Cl
#12 CC(=O)c1c(C)[nH]c(C(=O)OCC(=O)Nc2cc(C(F)(F)F)ccc2N2CCOCC2)c1C
screen / no.,7,8,9,10,11,12
VIM-2 inhibitor,-5.1,-1.5,-0.5,-1.3,2.0,-1.6
NALP1 yeast inh,0,4,13,29,29,3
SUMO HTRF inh,4,-18,17,1,-15,9
MEKK2wt PB1 HTS,103,116,107,101,86,101
M18AAP inhibitor,2,-16,4,6,-13,0
MEKK2mut PB1 HTS,0,5,-1,-2,-3,7
IMP-1 inh,-3.7,-1.6,-1.7,-1.2,0.3,-3.4
DNA FID counter,-4,3,3,-4,0,-16
NS3 helicase inh,-1,2,-1,2,4,-20

#13 CCN(CC)CCNC(=O)c1ccc(NC(=O)Nc2cccc3ccccc23)cc1
#14 COc1cc(-c2nnc(-c3cccs3)o2)cc(OC)c1OC
#15 Cc1ccc(S(=O)(=O)N2CCN=C2SCc2c(F)cccc2Cl)cc1
#16 COc1ccc(Cc2noc(CN(C)CCN3CCc4ccccc4C3)n2)cc1OC
#17 COc1ccccc1N(CC(=O)Nc1ccc2c(c1)OCCO2)S(C)(=O)=O
#18 c1csc(-c2nnc(NC3CCCCC3)c3ccccc23)c1
screen / no.,13,14,15,16,17,18
VIM-2 inhibitor,-2.8,-1.4,-1.2,-1.6,0.0,-0.6
NALP1 yeast inh,17,11,14,29*,24,25
SUMO HTRF inh,26,13,0,15,14,10
MEKK2wt PB1 HTS,140*,112,108,105,98,92
M18AAP inhibitor,6,-4,-5,-9,1,1
MEKK2mut PB1 HTS,30*,7,7,5,-3,26
IMP-1 inh,-1.4,-2.2,0.7,-0.8,0.4,-2.5
DNA FID counter,20,-2,-9,-10,-7,0
NS3 helicase inh,-68,1,-13,0,2,-2

#19 Cc1ccc(C)c(N2CCN(C(=O)C3CCN(S(=O)(=O)c4c(C)noc4C)CC3)CC2)c1
#20 CN(CC(=O)Nc1ccc(F)cc1)C(=O)Cn1nnc(-c2ccccc2)n1
#21 Nc1cccc(-c2nc3cc(S(=O)(=O)c4ccc5oc(-c6cccc(N)c6)nc5c4)ccc3o2)c1
#22 CC(C)N1CCC(N2CCN(Cc3ccc4nsnc4c3)CC2CCO)CC1 (stereo not drawn)
#23 COCCNC(=O)c1ccccc1NC(=O)COc1ccccc1
#24 COc1ccccc1N(C(=O)c1snc(C(N)=O)c1N)C(C(=O)NC1CCCCC1)c1cccc(OC)c1OC (stereo not drawn)
screen / no.,19,20,21,22,23,24
VIM-2 inhibitor,2.5,-1.4,-3.9,-0.1,0.7,-2.7
NALP1 yeast inh,19,0,-1,-2,24,10
SUMO HTRF inh,-3,0,23,19,-4,-12
MEKK2wt PB1 HTS,84,104,71,103,101,98
M18AAP inhibitor,-2,2,-14,-4,3,6
MEKK2mut PB1 HTS,-25,6,-27,6,-1,5
IMP-1 inh,1.0,-2.8,-0.9,-0.6,0.3,-1.8
DNA FID counter,-54,-4,0,7,-7,-45
NS3 helicase inh,20,5,5,-2,6,0

#25 O=C(CSCCS(=O)(=O)c1ccc(Cl)cc1)Nc1ccccc1
#26 O=C(CSc1ccc(Cl)cc1)Nc1cccc(-c2nc3ccccc3[nH]2)c1
#27 Cc1cc(C)n(C)c(=O)c1C#N
#28 C=CCN1C(=O)C(Cc2cccc(Cl)c2)S/C1=N/N=C/c1ccco1 (stereo not drawn)
#29 O=C(OCn1nnc2ccccc2c1=O)c1ccc2ccccc2n1
#30 CC1CCCCC1NC(=O)NC(=O)CCl (stereo not drawn)
screen / no.,25,26,27,28,29,30
VIM-2 inhibitor,-1.2,-3.0,-1.8,-2.9,-0.2,1.4
NALP1 yeast inh,-6,16,22,28,-1,4
SUMO HTRF inh,9,27,11,-9,0,3
MEKK2wt PB1 HTS,106,109,96,100,100,98
M18AAP inhibitor,2,-5,-4,-1,10,5
MEKK2mut PB1 HTS,3,28,-8,0,0,-3
IMP-1 inh,-2.7,-1.5,-0.6,-2.6,-1.4,-0.6
DNA FID counter,-10,-1,3,-6,-2,4
NS3 helicase inh,-6,1,-8,0,2,-9

#31 O=C(CN1CCC(n2nnc3cc(F)ccc32)CC1)NC1CCCCC1
#32 COC(=O)c1cc(C(=O)OC)cc(N2C(=O)CC(NNC(=O)c3ccccc3Br)C2=O)c1 (stereo not drawn)
#33 COc1ccc(C(=O)c2oc3ccc(Br)cc3c2NC(C)=O)cc1
#34 COc1cc(NC(=O)c2ccccc2Cl)c2ncccc2c1
#35 COc1ccc2oc(C)c(NC(C)=O)c2c1
#36 O=c1[nH][nH]c(-c2ccccc2)c1C=Nc1ccc(Cl)cc1
screen / no.,31,32,33,34,35,36
VIM-2 inhibitor,-3.6,5.3,-0.7,-0.9,-2.4,0.1
NALP1 yeast inh,-11,-1,2,18,15,-5
SUMO HTRF inh,19,-2,1,4,22,16
MEKK2wt PB1 HTS,99,92,110,104,101,84
M18AAP inhibitor,-21,3,1,-2,-10,12
MEKK2mut PB1 HTS,-2,1,5,26*,-2,-5
IMP-1 inh,-2.4,-1.6,3.1,-2.6,-2.5,-0.7
DNA FID counter,-11,-28,2,-15,2,-1
NS3 helicase inh,-6,3,4,1,2,-2

#37 CCOC(=O)c1oc2ccccc2c1NC(=O)C1CCCCC1
#38 N/C(COc1ccc(Cl)cc1Cl)=N\O
#39 Cc1onc(-c2ccccc2Cl)c1C(=O)Nc1ccc(OCC(=O)N2CCOCC2)cc1
#40 CCn1cnc2cc(NCc3nc4ccccc4n3C)ccc21
#41 COc1cccc(/C=N/NC(=O)c2cc3c(OC)cccc3[nH]2)c1O
#42 CC(C)(C)OC(=O)N1CCC[C@H]1C(=O)Nc1ccc(C#N)cc1
screen / no.,37,38,39,40,41,42
VIM-2 inhibitor,-1.3,-3.1,-1.6,-4.2,-3.6,-1.5
NALP1 yeast inh,0,5,15,-12,11,3
SUMO HTRF inh,12,-5,-12,15,21,9
MEKK2wt PB1 HTS,98,98,97,104,96,94
M18AAP inhibitor,-3,5,2,0,2,-3
MEKK2mut PB1 HTS,1,0,0,4,-5,-1
IMP-1 inh,-0.8,-2.9,-6.5,-4.8,-2.6,-2.3
DNA FID counter,-3,-1,-14,0,-3,-2
NS3 helicase inh,-6,-7,2,-13,2,1

#43 Cc1ccc(NC(=O)Cn2c(O)c(N=NC(=O)c3cc4ccccc4cc3O)c3ccccc32)cc1
#44 COC(=O)CCN(C(=O)c1ccc2c(c1)OCO2)c1ccccn1
#45 CCOc1c(Br)cc(C2NS(=O)(=O)N=C3CCCCCN32)cc1OC (stereo not drawn)
#46 COC(=O)CP(=O)(c1ccccc1)c1ccccc1
#47 COc1ccc(CNC(=O)CN(C)S(=O)(=O)c2ccc(Br)s2)cc1
#48 C=CCNC(=O)/C(=C/c1ccco1)NC(=O)c1ccc(Br)o1
screen / no.,43,44,45,46,47,48
VIM-2 inhibitor,-2.0,-2.2,-2.5,-0.3,-1.6,-4.5
NALP1 yeast inh,14,-2,9,21,7,33
SUMO HTRF inh,.,-5,18,14,8,-2
MEKK2wt PB1 HTS,92,115,104,105,102,99
M18AAP inhibitor,-3,11,3,-4,0,5
MEKK2mut PB1 HTS,2,18,3,5,0,4
IMP-1 inh,-1.3,-5.5,-3.4,0.1,-1.9,-2.4
DNA FID counter,0,-4,-1,-1,-24,1
NS3 helicase inh,0,7,2,4,-6,14

From no. 39 as far as 48, as listed above:
#39 Cc1onc(-c2ccccc2Cl)c1C(=O)Nc1ccc(OCC(=O)N2CCOCC2)cc1
#40 CCn1cnc2cc(NCc3nc4ccccc4n3C)ccc21
#41 COc1cccc(/C=N/NC(=O)c2cc3c(OC)cccc3[nH]2)c1O
#42 CC(C)(C)OC(=O)N1CCC[C@H]1C(=O)Nc1ccc(C#N)cc1
#43 Cc1ccc(NC(=O)Cn2c(O)c(N=NC(=O)c3cc4ccccc4cc3O)c3ccccc32)cc1
#44 COC(=O)CCN(C(=O)c1ccc2c(c1)OCO2)c1ccccn1
#45 CCOc1c(Br)cc(C2NS(=O)(=O)N=C3CCCCCN32)cc1OC (stereo not drawn)
#46 COC(=O)CP(=O)(c1ccccc1)c1ccccc1
screen / no.,39,40,41,42,43,44,45,46
VIM-2 inhibitor,-1.6,-4.2,-3.6,-1.5,-2.0,-2.2,-2.5,-0.3
NALP1 yeast inh,15,-12,11,3,14,-2,9,21
SUMO HTRF inh,-12,15,21,9,.,-5,18,14
MEKK2wt PB1 HTS,97,104,96,94,92,115,104,105
M18AAP inhibitor,2,0,2,-3,-3,11,3,-4
MEKK2mut PB1 HTS,0,4,-5,-1,2,18,3,5
IMP-1 inh,-6.5,-4.8,-2.6,-2.3,-1.3,-5.5,-3.4,0.1
DNA FID counter,-14,0,-3,-2,0,-4,-1,-1
NS3 helicase inh,2,-13,2,1,0,7,2,4

#47 COc1ccc(CNC(=O)CN(C)S(=O)(=O)c2ccc(Br)s2)cc1
#48 C=CCNC(=O)/C(=C/c1ccco1)NC(=O)c1ccc(Br)o1
screen / no.,47,48
VIM-2 inhibitor,-1.6,-4.5
NALP1 yeast inh,7,33
SUMO HTRF inh,8,-2
MEKK2wt PB1 HTS,102,99
M18AAP inhibitor,0,5
MEKK2mut PB1 HTS,0,4
IMP-1 inh,-1.9,-2.4
DNA FID counter,-24,1
NS3 helicase inh,-6,14
